Yeast superoxide: lowers age-related superoxide in aged yeast cells. S. cerevisiae aged cells, superoxide DHE fluorescence; active compounds read low. superoxide response (% of plate mean), % at 10 µM. 0.18% of 330,000 active. AID 2690;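 active = superoxide response under a set limit, about three screen SD below normal, cut at about 65% in these data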;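 note: yeast aged for seven days with compound at 30 °C before DHE staining; 100% = average MFI of all compound-treated wells on the plate with controls excluded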
AGP1-GFP MLPCN: modulators of TOR pathway AGP1-GFP in S. cerevisiae; AID 2066; GFP response vs DMSO, % at 10 µM; 0.02% of 320,000 active; S. cerevisiae AGP1-GFP multiplex flow cytometry, 3 h; GFP as percent of DMSO wells;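 active = GFP response relative to DMSO above a set limit, near screen average plus 3 SD, cut at about 150% in these data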;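 note: median GFP channel fluorescence of the gated AGP1 strain per well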
RPL19A-GFP yeast: alters RPL19A-GFP fluorescence in TOR pathway yeast screen. S. cerevisiae RPL19A-GFP strain, flow cytometry, 3 h; active compounds read low. percent response vs DMSO, % at 10 µM. 0.3% of 330,000 active;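 active = percent response vs DMSO below 50%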;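 note: median channel GFP fluorescence of the barcoded RPL19A-GFP strain; ratio of sample median GFP to plate DMSO average so 100% = DMSO; lower means less RPL19A-GFP as with rapamycin TOR inhibition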
Efflux pump mplx: blocks antifungal efflux pumps in multiplex yeast assay; S. cerevisiae Candida pump triplex, Nile Red efflux; inhibition, % at 10 µM; 0.44% of 330,000 active;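 active = plate passing quality check with inhibition over a set limit, or well fluorescence over plate mean plus 4 SD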;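 note: Nile Red retained in pooled yeast measured as flow cytometry median fluorescence; 0% = buffer negative control and 100% = Enniatin B positive control; higher means more Nile Red kept so more efflux inhibition; some compounds called inactive have numbers as strong as hits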
MEP2-GFP yeast: alters MEP2-GFP fluorescence in TOR pathway yeast screen; S. cerevisiae MEP2-GFP strain, flow cytometry GFP, 3 h; 100% = DMSO control level; GFP response vs DMSO, % at 10 µM; 0.51% of 330,000 active;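 active = GFP response versus DMSO above a set limit, roughly screen mean plus 3 SD, cut at about 180% in these data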;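 note: median GFP fluorescence of the barcode-gated MEP2-GFP cells per well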
CIT2-GFP yeast: modulators of TOR pathway CIT2-GFP in S. cerevisiae; AID 2029; GFP response vs DMSO, % at 10 µM; 0.065% of 320,000 active; S. cerevisiae CIT2-GFP strain, flow cytometry, 3 h; 100 means same as DMSO wells;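 active = GFP response relative to DMSO above a set limit, near the screen mean plus 3 SD, cut at about 150% in these data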;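 note: ratio of well median GFP fluorescence to mean of DMSO wells on the plate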
AHR act: activates the human aryl hydrocarbon receptor; AHR-responsive luciferase reporter cells, luminescence; P35869; 2.5% of 320,000 active; AID 2796; activation, % at 5 µM; in the data active = activation above about 47%;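 note: 0% = vehicle wells and 100% = reference agonist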
Target sequence (P35869 whole entry, looked up): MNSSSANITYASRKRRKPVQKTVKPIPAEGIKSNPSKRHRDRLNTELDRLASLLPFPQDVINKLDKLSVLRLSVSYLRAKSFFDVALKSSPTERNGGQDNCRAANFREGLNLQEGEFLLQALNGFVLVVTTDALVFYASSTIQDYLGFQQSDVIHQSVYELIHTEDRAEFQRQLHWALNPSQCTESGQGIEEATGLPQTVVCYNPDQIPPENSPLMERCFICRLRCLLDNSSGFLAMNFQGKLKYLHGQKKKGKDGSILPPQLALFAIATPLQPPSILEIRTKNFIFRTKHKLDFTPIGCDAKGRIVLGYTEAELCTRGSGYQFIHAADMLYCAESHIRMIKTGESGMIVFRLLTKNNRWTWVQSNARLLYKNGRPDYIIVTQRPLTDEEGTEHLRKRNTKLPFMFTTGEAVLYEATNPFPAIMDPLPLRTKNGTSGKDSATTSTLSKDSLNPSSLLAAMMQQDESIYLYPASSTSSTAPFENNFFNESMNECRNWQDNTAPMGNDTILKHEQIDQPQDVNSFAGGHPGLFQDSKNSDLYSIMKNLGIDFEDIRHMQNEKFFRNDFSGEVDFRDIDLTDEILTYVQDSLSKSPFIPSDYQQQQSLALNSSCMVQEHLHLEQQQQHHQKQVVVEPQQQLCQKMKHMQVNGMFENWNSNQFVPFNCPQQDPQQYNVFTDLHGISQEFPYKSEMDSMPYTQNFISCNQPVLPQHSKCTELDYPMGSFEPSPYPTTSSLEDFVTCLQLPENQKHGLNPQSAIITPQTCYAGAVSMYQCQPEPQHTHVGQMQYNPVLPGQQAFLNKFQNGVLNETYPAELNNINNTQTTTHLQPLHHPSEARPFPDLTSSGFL
LAP4-GFP MLPCN: yeast TOR pathway LAP4-GFP modulation. S. cerevisiae LAP4-GFP multiplex, flow cytometry GFP, 3 h; median GFP as percent of DMSO wells. 0.34% of 320,000 active. AID 2023. GFP response vs DMSO, % at 10 µM;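 active = GFP response vs DMSO above a set limit, about the screen mean plus 3 SD, cut at about 150% in these data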
The depositor's hits bear a star; / = not tested or not shown; [ ] = dose if it differs, or a comment.

SMILES	Yeast superoxide	AGP1-GFP MLPCN	RPL19A-GFP yeast	Efflux pump mplx	MEP2-GFP yeast	CIT2-GFP yeast	AHR act	LAP4-GFP MLPCN
COc1cc(/C=N\NC(=O)CNC(=O)C2COc3ccccc3O2)ccc1O (configuration not stated)	96	106	112	0.4	100	121	6	74
CCN(CC)C(=O)COc1ccc(C=O)cc1OC	104	86	95	0.4	95	84	1	82
COc1ccc(N2C(S)=C(C#N)C(=O)NC2c2ccco2)cc1 (configuration not stated)	95	95	97	0.0	99	93	5	86
Cc1cccc(OCC2=NS(=O)(=O)c3ccccc3N2)c1	97	98	102	-0.2	99	96	27	96
CN(CCC1CCOCC1)C(=O)CC1C(=O)NCCN1Cc1c(F)cccc1Cl (configuration not stated)	97	104	101	0.1	97	103	-3	103
Cc1ccc(N/N=C2/CCCNC2=O)cc1	106	97	108	-0.1	114	118	14	98
CN(C)/C=C1/Oc2c(ccc3ccccc23)C1=O	92	100	98	0.1	96	94	66*	99
Cc1cc(=O)oc2cc(OCC(=O)N3CC[C@@]4(O)CCCC[C@H]4C3)c(Cl)cc12	87	103	98	-0.1	100	106	-1	101
O=C(Nc1nc2ccccc2[nH]1)c1ccc(Cl)c(S(=O)(=O)N2CCCC2)c1	105	109	100	0.1	101	101	17	99
C1CCCN(c2nc3nonc3nc2N2CCCCCC2)CC1	100	107	100	-0.1	96	99	-1	108
Cc1ccc(S(=O)(=O)Nc2nc(C)cc(N/N=C/c3ccc(O)cc3)n2)cc1	115	104	108	-0.1	108	106	-1	93
O=C(CSc1nc(=O)n2cc(Cl)ccc2n1)NCCc1ccccc1	106	102	95	-0.2	95	105	5	92

Record cards (already shown). Order of screens: Yeast superoxide	AGP1-GFP MLPCN	RPL19A-GFP yeast	Efflux pump mplx	MEP2-GFP yeast	CIT2-GFP yeast	AHR act	LAP4-GFP MLPCN
Cc1cc(=O)oc2cc(OCC(=O)N3CC[C@@]4(O)CCCC[C@H]4C3)c(Cl)cc12 reads 87	103	98	-0.1	100	106	-1	101
COc1cc(/C=N\NC(=O)CNC(=O)C2COc3ccccc3O2)ccc1O (configuration not stated) reads 96	106	112	0.4	100	121	6	74
C1CCCN(c2nc3nonc3nc2N2CCCCCC2)CC1 reads 100	107	100	-0.1	96	99	-1	108
CN(CCC1CCOCC1)C(=O)CC1C(=O)NCCN1Cc1c(F)cccc1Cl (configuration not stated) reads 97	104	101	0.1	97	103	-3	103
Cc1ccc(S(=O)(=O)Nc2nc(C)cc(N/N=C/c3ccc(O)cc3)n2)cc1 reads 115	104	108	-0.1	108	106	-1	93

Additional compounds follow.
SMILES	Yeast superoxide	AGP1-GFP MLPCN	RPL19A-GFP yeast	Efflux pump mplx	MEP2-GFP yeast	CIT2-GFP yeast	AHR act	LAP4-GFP MLPCN
CCCN1CCN(CCCNC(=O)C2CCN(c3nnc(-n4c(C)ccc4C)s3)CC2)CC1	98	107	93	0.2	98	97	-1	99
CC1CCCCN1C(=O)CSc1nc(C2CC2)nc2c1cnn2-c1ccccc1 (configuration not stated)	91	96	94	0.1	96	88	4	106
COC(=O)CSc1nc2cc(Cl)ccc2c(=O)n1C1CCCC1	82	100	99	-0.1	102	101	6	102
CCOc1ccc(S(=O)(=O)N(CC)CC(=O)NCc2ccncc2)cc1	101	28	76	0.4	119	85	2	97
CCOc1cc(C2C3=C(CCCC3=O)NC3=C2C(=O)CCC3)ccc1OCCO	98	92	96	0.2	98	91	-2	90
COc1ccc(C(C)(C)C)cc1NC(=O)CCNC(=O)c1ccco1	100	103	100	0.1	103	92	-3	105
CCOC(=O)c1c(C)[nH]c(C)c1C(=O)COC(=O)c1cccs1	92	101	95	0.0	105	95	2	116
CCOC(=O)C1=C(COC(=O)/C=C/c2ccco2)NC(=O)NC1C (configuration not stated)	101	93	90	0.5	95	82	3	94
COc1ccc(N(C(=O)c2cccnc2)S(=O)(=O)c2ccc3c(c2)n(C)c(=O)n3C)cc1	90	97	96	0.1	105	96	0	100
O=c1c(Cl)c(N2CCOCC2)cnn1-c1ncc(C(F)(F)F)cc1Cl	100	104	105	-0.2	110	108	0	113
CCC(CC)C(=O)Nc1nnc(S(=O)(=O)N2CCc3ccccc32)s1	107	112	106	-0.2	126	109	0	111
COc1cc2nc(NC(=O)c3ccc(F)cc3Cl)sc(=O)c2cc1OC	99	92	101	0.0	105	95	3	90
Cc1ccc(NC(=O)c2cccc(S(C)(=O)=O)c2)cc1	90	107	101	-0.2	105	103	15	106
Cc1nnc(SCC(=O)Nc2cc(S(=O)(=O)N3CCCC3)ccc2Cl)n1C1CC1	94	109	114	0.0	108	100	0	113
O=C(Nc1ccc(F)cc1)C1CCN(C(=O)c2ccc(F)cc2)CC1	86	100	98	0.0	100	107	-1	93
COc1ccc(CN2CCC(=O)N(CCO)CC2)cc1OC	109	89	101	0.0	98	102	2	130
O=C(COC(=O)C1CCCO1)Nc1cccc(C(F)(F)F)c1 (configuration not stated)	99	98	96	0.0	96	93	-1	93
CN(C)c1ccc(C(O)Cc2nc3ccccc3n2C)cc1 (configuration not stated)	103	88	93	-0.1	88	87	60*	80
CCn1c2ccccc2c2cc(C3C(C#N)=C(C)NC(C)=C3C#N)ccc21	122	97	96	-0.1	101	100	4	99
Cc1ccc2nc(-c3ccc(NC(=O)CN4C(=O)NC(C)(c5ccc(OC(F)F)cc5)C4=O)cc3)sc2c1 (configuration not stated)	100	90	101	-0.4	101	89	-2	101
COCCSc1nc(N)c2c3c(sc2n1)CN(C)CC3	105	99	96	-0.1	101	93	13	100
O=C(Nc1cc(S(=O)(=O)N2CCOCC2)ccc1N1CCOCC1)c1ccc([N+](=O)[O-])s1	101	93	95	0.1	97	96	0	94
O=C(NCC1COc2ccccc2O1)c1ccc(NC(=O)C2CCCO2)cc1 (configuration not stated)	91	104	98	-0.1	101	103	4	105
Cc1ccc(Nc2nc(-c3sc(N)nc3C)cs2)cc1	111	98	101	0.0	98	97	/	94
Cc1ccccc1NC1=NC(C)(C)N=C(N)N1	94	98	94	-0.1	95	91	0	101
Cc1cc(NC(=O)Cn2cnc3sc(C)c(C)c3c2=O)no1	91	99	99	-0.1	106	109	0	98
Cc1ccc(C(=O)Nc2cccc(NC(=O)c3ccc(C)c([N+](=O)[O-])c3)n2)cc1[N+](=O)[O-]	61*	95	101	-0.1	101	98	0	90
CCCCn1nc(CC(=O)NCCN(CC)CC)c2ccccc2c1=O	90	101	103	0.1	107	102	-1	103
CS(=O)(=O)c1ccccc1C(=O)N1CCN(Cc2ccccc2)CC1	101	89	97	0.7	94	82	2	97
c1cnc2cc(-c3ccsc3)ncc2c1	105	83	86	0.0	86	82	-8	88
CC(C)n1cc(CN2CCN(CCc3ccccc3)C(CCO)C2)cn1 (configuration not stated)	116	92	95	0.1	93	90	4	91
C=CC[C@H](CC(=O)N(CCO)Cc1ccccc1)C(=O)N[C@@H](COC(=O)[C@@H](CC=C)Cc1ccc(F)cc1)Cc1ccccc1	85	91	96	0.0	94	101	1	90
COc1ccc(OC)c(C2=NS(=O)(=O)N(C)C(C(=O)NCc3ccco3)=C2)c1	87	106	100	-0.6	113	102	5	105
O=C(CCNS(=O)(=O)c1ccccc1)NNC(=O)c1cccc(Cl)c1	89	102	102	0.5	99	94	-1	100
Cc1ccc(S(=O)(=O)N(CCC#N)C2CCCCC2)c2nsnc12	105	97	97	-0.2	101	92	0	100
CCCc1nnc(NC(=O)CCC(=O)NCc2ccccc2Cl)s1	131	100	96	-0.1	99	96	2	89
Cn1ccnc1SCC(=O)Nc1cc(F)ccc1F	100	121[may fluoresce green]	94[may fluoresce green]	-0.1	112[may fluoresce green]	168*[may fluoresce green]	20	111[may fluoresce green]
Cc1ccc(OCCC(=O)OCC(=O)c2c(N)n(C)c(=O)n(C)c2=O)cc1	99	84	88	0.0	94	80	0	94
O=C(O)c1coc2ccccc12	113	106	101	0.0	107	109	1	102
CC1(C)CC2CC(C)(CN2C(=O)CCCN2C(=O)c3ccccc3C2=O)C1 (configuration not stated)	96	103	102	-0.2	100	104	-2	98
O=C(O)c1cccc(-n2c(/C=C/c3ccc([N+](=O)[O-])cc3)nc3ccccc3c2=O)c1	95	102	103	0.0	96	99	-1	90
COc1ccc(C)cc1NC(=O)CCNC(=O)Cn1ccc2ccccc2c1=O	107	105	108	-0.1	107	108	2	95
CN(C)CCNC(=O)/C(=N\O)c1ccccn1	103	102	106	-0.1	104	98	-2	96
CCOc1ccc(-c2nn(-c3ccccc3)cc2/C=C2\SC(N)=NC2=O)cc1C	112	103	/	0.2	97	100	21	92
Cc1ccc(N(Cc2ccccc2O)C(=O)c2ccccc2F)cc1	105	100	104	-0.1	102	102	/	97
COc1cccc(NC(=O)CN(C)CC(=O)NCc2ccc(F)cc2)c1	93	97	94	0.0	100	90	1	105
Cc1n[nH]c(=O)nc1N/N=C/c1ccco1	85	96	97	-0.1	101	97	13	103
NC(=O)c1cccnc1Oc1ccc(Cl)cc1	105	101	92	0.0	89	93	-1	107
Cc1csc(SCC(=O)Nc2cc([N+](=O)[O-])ccc2F)n1	96	95	102	0.0	105	96	1	104
COc1ccccc1C(=O)NCC(=O)NNC(=O)C1COc2ccccc2O1 (configuration not stated)	128	105	97	0.2	103	92	1	103
Cc1cccc(N/C(N)=N/c2nc(CSc3ccc(Cl)cc3)cc(=O)[nH]2)c1	97	97	96	0.1	101	104	2	105
COC(=O)c1ccc(COC(=O)c2[nH]c(C)c(C(C)=O)c2C)o1	90	97	98	0.0	120	101	6	101
Cc1cc(C(=O)NNC(=O)[C@H](C)NC(=O)c2ccc(Br)cc2)c(C)o1	110	97	106	0.0	100	96	3	101
Cc1ccc(-c2cc(C(=O)N3CCN(c4ncccn4)CC3)c3cc(Br)ccc3n2)o1	102	98	98	0.3	94	96	1	125
O=C(NCCCc1ccccc1)c1cc(COc2c(F)cccc2F)on1	74	85	95	-0.1	95	84	5	109
CC1(C)CCC[C@]2(C)C(CS(=O)c3ccccc3)=C(C=O)CC[C@@H]12 (some centres not stated)	76	102	95	0.1	95	89	-4	115
CC(C)C[C@@H](COc1ccccc1)N1CCN(CCc2ccccc2)CCC1=O	95	85	100	-0.1	99	72	6	112
Cc1ccc(OCC(=O)NC2CCSc3ccccc32)cc1 (configuration not stated)	91	96	94	0.0	99	79	2	127
Cc1cc(NC(=O)COc2ccccc2C(N)=O)no1	99	95	93	0.1	101	94	4	103
C=C1CCN([C@H](C(=O)Nc2ccc(OC)cc2)C(C)C)S(=O)(=O)c2ccccc21	91	92	100	-0.1	97	101	0	128

Among those listed so far, these contain a nitro group on carbon:
SMILES	Yeast superoxide	AGP1-GFP MLPCN	RPL19A-GFP yeast	Efflux pump mplx	MEP2-GFP yeast	CIT2-GFP yeast	AHR act	LAP4-GFP MLPCN
O=C(Nc1cc(S(=O)(=O)N2CCOCC2)ccc1N1CCOCC1)c1ccc([N+](=O)[O-])s1	101	93	95	0.1	97	96	0	94
Cc1ccc(C(=O)Nc2cccc(NC(=O)c3ccc(C)c([N+](=O)[O-])c3)n2)cc1[N+](=O)[O-]	61*	95	101	-0.1	101	98	0	90
O=C(O)c1cccc(-n2c(/C=C/c3ccc([N+](=O)[O-])cc3)nc3ccccc3c2=O)c1	95	102	103	0.0	96	99	-1	90
Cc1csc(SCC(=O)Nc2cc([N+](=O)[O-])ccc2F)n1	96	95	102	0.0	105	96	1	104
